Bioassay records from PubChem.
Rv3671c protease = inhibitors of M. tuberculosis serine protease Rv3671c; P9WHR9; inhibition, % at 5.96 µM; hit rate 0.048% among 320,000; AID 2606; in the data active means inhibition above about 38%;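 further: extracellular domain of Rv3671c used as enzyme; 0% = enzyme with DMSO and 100% = no enzyme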
PrPC TRFRET = inhibitors of human cell surface prion protein PrPC; P04156; TR-FRET read-out; inhibition, % at 13.8 µM; hit rate 0.43% among 370,000; in the data active means inhibition above about 24%; further: 0% = median of the test wells and 100% = reference compound wells
GDH-TPI inh = counter-screen for M. tuberculosis FBA inhibitors: GDH-TPI coupled enzymes. GDH-TPI coupled enzyme counterscreen, NADH absorbance. hit rate 1.2% among 360,000. AID 588335. inhibition, % at 4.8 µM; in the data active means inhibition above about 30%;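 further: 0% = DMSO wells and 100% = wells lacking the enzyme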
MazF activator = activators of E. coli MazEF toxin-antitoxin RNase; activation, % at 20 µM; AID 504720; P0AE70; hit rate 0.32% among 350,000; FAM/BHQ RNA-DNA oligo cleavage fluorescence, 5 h; in the data active means activation above about 50%
Target sequence (P0AE70 whole entry, looked up): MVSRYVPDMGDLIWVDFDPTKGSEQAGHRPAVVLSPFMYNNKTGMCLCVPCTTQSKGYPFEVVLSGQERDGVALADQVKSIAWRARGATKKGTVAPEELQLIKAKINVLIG
UGM FP inh = blocks M. tuberculosis UGM enzyme; P9WIQ1; purified UGM, fluorescence polarization probe displacement; inhibition, % at 10 µM; hit rate 0.06% among 320,000; AID 504406; in the data active means inhibition above about 10%, passing the limit was not always enough; inconclusive means no clear call, values can overlap the other calls
Target sequence (P9WIQ1 whole entry, looked up): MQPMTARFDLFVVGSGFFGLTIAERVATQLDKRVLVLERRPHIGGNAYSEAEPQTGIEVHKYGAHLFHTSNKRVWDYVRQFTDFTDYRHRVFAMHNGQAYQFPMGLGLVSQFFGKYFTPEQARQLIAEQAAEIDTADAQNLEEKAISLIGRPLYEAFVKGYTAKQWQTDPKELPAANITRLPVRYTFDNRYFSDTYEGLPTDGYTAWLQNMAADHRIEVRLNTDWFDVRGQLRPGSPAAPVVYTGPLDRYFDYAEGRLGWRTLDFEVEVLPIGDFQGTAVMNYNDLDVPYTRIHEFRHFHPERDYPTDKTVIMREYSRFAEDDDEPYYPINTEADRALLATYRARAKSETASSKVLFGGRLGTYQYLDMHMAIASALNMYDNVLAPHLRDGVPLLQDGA
BoNT F protease = BoNT F light chain protease inhibition; AID 588497; inhibition, % at 10 µM; hit rate 0.22% among 360,000; Multiplex microsphere protease cleavage assay, flow cytometry; in the data active means inhibition above about 35%, passing the limit was not always enough; inconclusive means no clear call, values can overlap the other calls; further: plate controls were buffer without enzyme for full effect and enzyme alone for no effect
FadD28 FP inh = inhibitors of Mycobacterium tuberculosis FadD28 bisubstrate binding. inhibition, % at 12.5 µM. FadD28 bisubstrate probe binding, fluorescence polarization. hit rate 0.22% among 360,000. AID 588549; in the data active means inhibition above about 8.5%, passing the limit was not always enough; inconclusive means no clear call, values can overlap the other calls
Mtb BioA inh = inhibitors of Mycobacterium tuberculosis BioA enzyme; hit rate 0.096% among 360,000; AID 602481; purified M. tuberculosis BioA enzyme, plate reader; inhibition, % at 9.99 µM; in the data active means inhibition above about 40%; inconclusive means no clear call, values can overlap the other calls
Mtb FBA inh = Mtb fructose-bisphosphate aldolase inhibition | P9WQA3 | purified M. tuberculosis FBA, fluorescence read-out | inhibition, % at 1 µM | hit rate 2.3% among 360,000; in the data active means inhibition above about 27%;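 further: 0% = vehicle and 100% = reference inhibitor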
Target sequence (P9WQA3 whole entry, looked up): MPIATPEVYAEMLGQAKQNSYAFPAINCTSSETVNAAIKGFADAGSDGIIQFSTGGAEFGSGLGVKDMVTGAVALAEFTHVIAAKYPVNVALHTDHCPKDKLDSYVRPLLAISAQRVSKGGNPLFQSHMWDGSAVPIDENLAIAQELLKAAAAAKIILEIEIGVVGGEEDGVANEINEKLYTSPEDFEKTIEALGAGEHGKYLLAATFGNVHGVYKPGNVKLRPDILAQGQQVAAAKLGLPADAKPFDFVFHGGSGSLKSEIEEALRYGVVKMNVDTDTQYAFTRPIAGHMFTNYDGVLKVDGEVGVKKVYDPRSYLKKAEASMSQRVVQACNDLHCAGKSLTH
An asterisk follows results filed as active; ? = inconclusive; . = no result given.

SMILES	Rv3671c protease	PrPC TRFRET	GDH-TPI inh	MazF activator	UGM FP inh	BoNT F protease	FadD28 FP inh	Mtb BioA inh	Mtb FBA inh
COc1cc(C(=O)OCC(=O)NCc2ccco2)cc(OC)c1OC	6	7	2	-2	-0.5	8	-0.3	0.1	1
O=S(=O)(c1cnc[nH]1)N1CCCCCC1	5	-6	5	1	0.8	-6	-0.6	0.6	-4
O=C(O)c1ccc(NC(=S)NC2CCCCC2)cc1	17	2	0	12	-2.3	2	-1.9	0.1	-1
CC1CCCCN1S(=O)(=O)c1ccc(C(=O)Nc2ccccc2-c2nc3ccccc3[nH]2)cc1 (stereo unspecified)	-133	3	16	-2	1.9	3	1.3	0.3	0
Cc1occc1-c1nnc(SCC(=O)N(C)c2ccccc2)o1	.	-7	4	-1	.	-7	-1.5	1.4	2
O=C1CCN(CCc2ccccc2)CCN1CCOc1ccccc1	3	1	6	1	-2.1	4	-1.4	1.7	1
O=C(NCc1ccc2c(c1)OCO2)C1CCCN1S(=O)(=O)c1ccc(F)cc1 (stereo unspecified)	-2	-1	-20	11	-5.7	2	-0.5	1.0	4
COc1cc(CNC(C)(C)CO)cc(Br)c1OCc1ccc(Cl)cc1	-1	-13	2	20	2.5	-4	-8.7	2.6	1
Cc1cc(C)cc(CC2CC(=O)N(c3nc(C)cc(C)n3)C2=O)c1 (stereo unspecified)	-3	3	7	5	1.6	2	-2.5	-1.0	0
CCNC(=O)C(=O)Nc1ccc([N+](=O)[O-])cc1	-1	-14	15	7	-0.5	-2	-0.9	.	-1
COc1cc(NC(=O)C/C(C)=N/NC(=O)C(OC)c2ccccc2)c(OC)cc1Cl (stereo unspecified)	11	-1	-6	2	-0.9	1	-4.2	-1.1	-3
O=C(CN1C(=O)NC2(CCCCC2)C1=O)Nc1ccc(N2CCCCC2)cc1	0	1	-1	2	4.7	-18	0.7	0.5	0

Grouped by structure: those above with a carbonyl joined to an NH by a bond outside any ring
SMILES	Rv3671c protease	PrPC TRFRET	GDH-TPI inh	MazF activator	UGM FP inh	BoNT F protease	FadD28 FP inh	Mtb BioA inh	Mtb FBA inh
COc1cc(C(=O)OCC(=O)NCc2ccco2)cc(OC)c1OC	6	7	2	-2	-0.5	8	-0.3	0.1	1
CC1CCCCN1S(=O)(=O)c1ccc(C(=O)Nc2ccccc2-c2nc3ccccc3[nH]2)cc1 (stereo unspecified)	-133	3	16	-2	1.9	3	1.3	0.3	0
O=C(NCc1ccc2c(c1)OCO2)C1CCCN1S(=O)(=O)c1ccc(F)cc1 (stereo unspecified)	-2	-1	-20	11	-5.7	2	-0.5	1.0	4
CCNC(=O)C(=O)Nc1ccc([N+](=O)[O-])cc1	-1	-14	15	7	-0.5	-2	-0.9	.	-1
COc1cc(NC(=O)C/C(C)=N/NC(=O)C(OC)c2ccccc2)c(OC)cc1Cl (stereo unspecified)	11	-1	-6	2	-0.9	1	-4.2	-1.1	-3
O=C(CN1C(=O)NC2(CCCCC2)C1=O)Nc1ccc(N2CCCCC2)cc1	0	1	-1	2	4.7	-18	0.7	0.5	0

(further entries)
SMILES	Rv3671c protease	PrPC TRFRET	GDH-TPI inh	MazF activator	UGM FP inh	BoNT F protease	FadD28 FP inh	Mtb BioA inh	Mtb FBA inh
O=C1CSC(c2cccc([N+](=O)[O-])c2)N1Cc1ccccc1 (stereo unspecified)	.	3	15	6	-0.8	?	-2.8	0.0	0
N#Cc1ccccc1C[C@H](N)C(=O)NC[C@H]1O[C@@H](n2ccc(N)nc2=O)[C@H](O)[C@@H]1O	.	3	-1	10	.	-3	0.7	.	4
COc1ccc(CC(N)c2csc(NC(=O)c3ccccc3)n2)cc1 (stereo unspecified)	.	-10	10	.	.	-13	-1.8	0.5	-1
CCOC(=O)C1CCN(c2ncnc3c2cnn3-c2ccc(Cl)cc2)CC1	-15	-5	7	2	.	18	-1.2	.	2
COCCOCC(O)CN1CCN(c2ccc(C)cc2)CC1 (stereo unspecified)	5	-1	3	-1	-0.6	?	-4.6	-0.2	6
CNc1ccn(C2CCCO2)c(=O)n1 (stereo unspecified)	5	2	1	2	-4.1	?	-2.1	.	3
O=C(CSc1nc2ccccc2c(=O)n1CCCO)NC1CC1	-4	-9	0	2	1.0	-15	-2.7	2.4	-2
CC1CCN(C(=O)C(C)Sc2nc(-c3ccccc3)cc(C(F)(F)F)n2)CC1 (stereo unspecified)	-7	-3	-2	1	2.5	-11	-0.8	.	0
Cc1ccc(NC(=S)N/N=C/c2ccc(OCCC(C)C)cc2)c(C)c1	-3	6	36*	-1	3.4	0	-1.6	2.3	3
CCC(CC)C(=O)Nc1c(C)n(C)n(-c2ccccc2)c1=O	-6	-2	10	8	-0.9	-17	-1.6	-0.7	0
COc1ccc(NC(=O)NCCN2C(=O)C3C4C=CC(C4)C3C2=O)cc1 (stereo unspecified)	1	4	3	17	2.1	2	-3.1	0.7	-3
O=C(OC1CCc2ccccc2C1=O)c1ccccc1O (stereo unspecified)	3	-4	3	1	-0.5	-46	-1.5	2.5	-5
Cc1noc(C)c1COc1ccc(C(=O)OCC(=O)NC2CCCCC2C)cc1 (stereo unspecified)	-6	-1	-2	10	-0.8	-2	0.3	.	1
COc1ccc(N=c2oc3cc(O)ccc3cc2C(=O)NCC2CCCO2)cc1 (stereo unspecified)	1	-6	22	4	0.6	2	1.0	-0.2	190*
Cc1nnc(NC(=O)c2ccc(S(=O)(=O)N(C)Cc3ccccc3)cc2)o1	-3	.	17	-2	1.0	-19	-0.6	-0.6	2
CC(=O)Nc1cccc(C(=O)OC(C(=O)c2ccc(C)cc2)c2ccccc2)c1 (stereo unspecified)	-52	6	3	7	-0.1	14	-5.7	1.7	0
Cc1onc(-c2ccccc2)c1-c1ccnc(N)n1	0	3	-1	3	-1.7	?	-4.4	.	1
CCCCNC(=O)COC(=O)c1c2c(nc3ccccc13)/C(=C/c1cccs1)CC2	-20	17	3	-22	-2.5	19	-1.7	.	1
O=C(/C=C/c1cccs1)NCc1ccccc1	7	-20	5	-3	-0.2	-5	-3.3	.	-5
CN([C@@H](C(=O)OC(C)(C)C)c1ccccc1)S(=O)(=O)c1cccc(S(=O)(=O)N(C)[C@@H](C(=O)OC(C)(C)C)c2ccccc2)c1	3	-1	8	0	0.6	-3	-0.4	-1.9	1
Cc1nnc(NC(=O)CN2CCN(Cc3ccccc3Cl)CC2)s1	8	-1	-6	-1	1.4	?	-2.6	0.4	1
Cc1noc(C)c1-c1nnc(-c2ccc(OC(F)(F)F)cc2)o1	-4	-1	-1	-3	-1.6	-3	-3.7	.	0
COc1ccc(Cl)cc1-c1cc(C(=O)Nc2ccc(C)c(NS(C)(=O)=O)c2)[nH]n1	.	-4	-4	.	.	-2	-16	0.0	-3
Cc1cc(O)c2c(c1)CC1C3CCC4CC(=O)CCC4(C)C3CC(=O)C21C (stereo unspecified)	.	2	0	-3	.	1	-2.8	0.4	-2
Cc1ccc(Cl)cc1-n1ncc2c(NNC(=O)c3ccco3)ncnc21	-5	-2	11	-3	-1.4	-9	-2.7	-1.2	-1
CC(=O)c1cccc(NC(=O)CCNS(=O)(=O)c2cccc3nonc23)c1	-13	-25	7	6	1.3	-1	-1.2	1.6	4
CNc1ccc(S(=O)(=O)NCC(=O)OC(C)C(=O)N(C)Cc2ccccc2)cc1[N+](=O)[O-] (stereo unspecified)	1	-12	-8	1	-0.1	.	-3.2	1.7	-4
COc1cccc(OCCOc2ccc(/C=C3/SC(=S)NC3=O)cc2)c1	-5	5	-7	-14	0.0	?	1.1	.	2
COCCn1c(C)cc(C(=O)CSc2nc3nc(C)cc(C)n3n2)c1C	-3	9	8	6	-2.7	-2	-2.1	1.4	0
Cc1cc(Nc2ccc3c(c2)OCCO3)c2cc(Cl)ccc2n1	-7	4	13	23	0.8	1	-1.6	.	2
CC1=NN(c2ccc(C)c(C)c2)C(=O)/C1=C/c1ccc2c(c1)n(C)c(=O)n2C	-191	-2	10	18	1.6	-3	-1.5	.	3
CC1CCCN(S(=O)(=O)c2ccc(-c3ccc(=O)[nH]n3)o2)C1 (stereo unspecified)	0	-3	5	9	1.7	-3	0.7	-1.2	3
Nc1nc(Cn2nnc(-c3ccccc3F)n2)nc(N2CCOCC2)n1	0	-7	6	2	-0.9	-8	-0.3	1.3	3
COc1cccc(C(=O)NC(=S)Nc2ccc(N3CCCC3)cc2)c1	13	-3	5	1	0.9	-20	-3.4	-0.7	1
COC(=O)C1=C(c2ccc(Cl)c(C(F)(F)F)c2)C[C@@H]2CC[C@H]1N2C(=O)NCCOc1ccccc1	-2	.	-1	1	-1.1	-3	-2.3	0.3	-1
CCN(CC)CCN(Cc1cc2ccc(C)cc2[nH]c1=O)C(=O)NC1CCCCC1	4	-1	5	6	-1.5	2	-4.7	.	3
O=C(O)c1ccc(N/N=C/C=C/c2ccccc2)cc1	4	-2	33*	4	1.9	-3	2.8	0.4	2
COc1cccc(CCC(=O)N(C)C2CCCN(Cc3ccccc3F)C2)c1 (stereo unspecified)	2	8	0	-5	-3.4	36*	-1.5	-0.2	-2
CCCCn1c(SCC(=O)NC2CC2)nc2cc(C(=O)OC)ccc2c1=O	.	-3	1	3	.	2	-5.1	-0.9	-5
COc1ccc(Cl)cc1NC(=O)CN(C)C(=O)c1cc2c(s1)CCC(C)C2 (stereo unspecified)	1	-2	-10	0	-1.0	8	-1.4	.	3
O=C(Nc1ccc(Cl)c(Cl)c1)Nc1nnc(-c2ccncc2)s1	-1	2	11	8	0.7	20	-2.0	.	4
CCCCOC(=O)c1cc(=O)[nH]c(=O)[nH]1	-3	-6	6	3	-0.1	4	-0.6	-1.5	0
CCOC(CCn1c(SCC(=O)Nc2cc(C)on2)nc2ccccc2c1=O)OCC	-6	-4	7	6	-3.5	-3	-1.0	-0.1	4
CCOc1ncccc1C(=O)NCCN1C(=O)S/C(=C/c2cccs2)C1=O	-9	5	17	3	-4.1	1	-0.5	.	-1
CCn1c2ccccc2c2cc(NC(=O)c3cc(OC)c(OC)c(OC)c3)ccc21	15	4	7	-3	0.0	-3	-4.2	-0.8	-2
CC1Cc2nc(SCC(=O)NCC3CCCO3)n(-c3ccc(F)cc3)c(=O)c2S1 (stereo unspecified)	-7	-1	3	-3	-1.4	-6	-0.8	5.5	1
COc1cccc(NC(=O)C(=O)c2cn(CC(=O)N3CCCC3)c3ccccc23)c1	2	-6	31*	9	-2.1	3	-13	0.0	-1
FC(F)(F)c1ccc(-c2csc(-c3ccno3)n2)cc1	6	9	7	1	-0.1	?	-1.0	.	2
COc1ccc2sc(N(CCCN(C)C)C(=O)c3ccc(C(=O)c4ccccc4)cc3)nc2c1	2	-15	8	23	1.5	6	-1.8	0.7	4
COc1ccc(N2C(=O)CC(=O)NC2=O)cc1	-2	-1	1	-2	-1.5	7	-0.4	.	2
CCOC(=O)C1CCN(CC(O)COCc2ccc3c(c2)OCO3)CC1 (stereo unspecified)	7	-2	-6	10	-0.3	-7	-2.6	.	1
CCOC(=O)N1CCC(NC(=O)CCC(=O)N2CCOc3ccccc32)CC1	-1	-1	-8	9	-1.4	-2	-2.0	.	1
Cc1nc(Nc2ccc(C(=O)O)cc2)nc(Nc2ccc(C(=O)O)cc2)c1[N+](=O)[O-]	-1	-1	11	1	4.2	-6	1.2	.	-4
O=C(NC(Nc1ccccn1)C(Cl)(Cl)Cl)c1ccccc1 (stereo unspecified)	-6	2	-4	5	-0.3	-15	-0.2	-1.0	-2
Oc1c(N=NC(=S)Nc2ccccc2F)c2ccccc2n1Cc1ccccc1F	15	-2	7	10	-2.2	5	-1.5	0.6	-8
O=C(CCCC(=O)OCC(=O)c1ccc(Cl)cc1)NC1CCCCC1	-11	10	5	2	1.2	1	-2.7	-0.7	4
CCn1cc(S(=O)(=O)CC(=O)Nc2cc(C)on2)c2ccccc21	2	-4	-4	-6	0.7	-3	-5.1	1.8	2
CCS(=O)(=O)N1CCCC(C(=O)N2CCc3ccccc3C2)C1 (stereo unspecified)	6	-1	-6	-3	-2.5	-8	-3.0	.	1
O=c1[nH]nc(SCc2cc(Cl)ccc2Cl)c(=O)[nH]1	10	3	8	8	1.9	.	-2.1	.	-1
COc1ccc(CC(=O)OCC(=O)Nc2ccc(Cl)cc2C)cc1	2	-5	4	6	-0.1	-4	0.7	-0.6	-2
CCC(=O)NC(=S)Nc1cccc(NC(=O)c2ccccc2Cl)c1	-12	10	3	-1	-0.5	-9	2.2	1.5	-1
O=C(OCC(=O)N1c2ccccc2Sc2ccccc21)c1ccc[n+]([O-])c1	-3	-2	4	1	-1.5	-4	-0.3	.	3
